aSyn yeast inh – inhibitors of alpha-synuclein toxicity in yeast. hit rate 0.14% among 370,000. Potency, µM (doses to about 46.1 µM), inactives show top-dose growth rescue (activation), most hits filed as activators. Yeast expressing alpha-synuclein, growth rescue, BacTiter-Glo, 24 h; note: potency is the fitted concentration of half-maximal effect; % of control where 0% means no effect; nearly all actives have a fitted effect of over 65% in size
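Readout is rescue of growth in alpha-synuclein-expressing yeast, so inhibitors of toxicity appear as activators. Growth after 24 hr at 30 deg C in galactose medium is quantified by luminescence.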
WRN helicase inh – blocks human WRN helicase; Q14191; WRN helicase unwinding, fluorescent forked duplex, kinetic; Potency, µM (series often up to 114 µM), for the others: at the top dose activity change, negative = inhibition, usual class: inhibitors; hit rate 0.46% among 360,000; note: potency is the fitted concentration of half-maximal effect; % is set by controls: 0 for no effect and ±100 for the full control effect; nearly all actives have a fitted effect of over 55% in size
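Kinetic fluorescence helicase assay: unwinding of a quenched forked DNA duplex (100 nM final) with 2 mM ATP final raises red fluorescence (525/598 nm). Compounds sat 15 min at room temperature with 20 nM WRN beforehand.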
IL-2 act – IL-2 activation | IL-2 activation reporter assay, cell-based qHTS; stimulated with anti-CD3/CD4/CD28 beads; in transgenic mouse T cells | hit rate 0.065% among 360,000 | activation, % (series mostly up to about 46 µM); in the data active = activation above about 50%; inconclusive = mostly about 30% to 49%; note: 0% is about no effect
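Unstimulated transgenic mouse T cells; 60-min compound exposure; bead-based TCR/CD4/CD28 stimulation; 18 h culture, 37 degrees C; dual fluorescence (EGFP, DsRed) plate cytometry.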
Abeta rescue – restores growth of yeast expressing A-beta42 peptide; yeast expressing A-beta42, growth rescue, OD600, 48 h; response scale: 0% DMSO, 100% iron-clioquinol control; Potency, µM (highest dose often 46.1 µM), inactives show at the highest dose growth rescue, hits mostly activators; hit rate 0.063% among 410,000; note: potency is the fitted concentration of half-maximal effect; nearly all actives have a fitted effect of over 55% in size
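Growth rescue measured by 600 nm absorbance after 48 h yeast culture at 30 C with compound. Values normalized between DMSO and an equimolar ferric chloride plus clioquinol control.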
PLK1 PBD inh – PLK1 (human) polo-box domain binding inhibition. P53350. Plk1 PBD binding of FITC phosphopeptide, fluorescence polarization. Potency, µM, for the others: max response, negative = inhibition, usual class: inhibitors. hit rate 2.8% among 360,000. AID 720504; note: potency is the fitted concentration of half-maximal effect; series mostly up to about 57 µM; % is set by controls: 0 for no effect and ±100 for the full control effect; nearly all actives have a fitted effect of over 65% in size
Target sequence (P53350 whole entry, looked up, the tested form may be a part): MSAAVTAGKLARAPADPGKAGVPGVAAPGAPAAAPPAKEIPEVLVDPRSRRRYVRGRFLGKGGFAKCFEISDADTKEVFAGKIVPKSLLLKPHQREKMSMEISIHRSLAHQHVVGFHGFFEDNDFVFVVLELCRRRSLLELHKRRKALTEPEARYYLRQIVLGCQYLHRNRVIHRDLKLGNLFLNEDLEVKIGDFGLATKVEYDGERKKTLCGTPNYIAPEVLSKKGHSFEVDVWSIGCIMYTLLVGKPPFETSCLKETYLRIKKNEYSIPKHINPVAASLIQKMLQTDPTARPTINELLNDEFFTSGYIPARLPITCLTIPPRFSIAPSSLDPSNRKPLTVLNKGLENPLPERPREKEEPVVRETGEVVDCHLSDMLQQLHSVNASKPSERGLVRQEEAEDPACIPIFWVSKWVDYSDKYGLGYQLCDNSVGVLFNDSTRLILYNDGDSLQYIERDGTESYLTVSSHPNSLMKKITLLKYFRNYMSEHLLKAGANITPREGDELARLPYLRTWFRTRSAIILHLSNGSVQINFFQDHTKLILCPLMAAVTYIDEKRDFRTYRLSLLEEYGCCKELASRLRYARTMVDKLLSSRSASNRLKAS
EPAC1 ag – agonists of human EPAC1; O95398; EPAC1 agonist qHTS, biochemical assay; response scale: 100% = response to 6.5 mM cAMP; Potency, µM (titrated, usually from 154 µM), for the others: top-dose activation, usual class: activators; hit rate 0.073% among 360,000; AID 720707; note: potency is the fitted concentration of half-maximal effect; nearly all actives have a fitted effect of over 60% in size
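Compounds were pinned as a concentration titration into mixtures of EPAC1 (100 nM), BODIPY-GDP-loaded Rap1B (250 nM) and GDP (50 uM). After 5 min at room temperature, fluorescence was followed for 30 min; activity was scaled to 6.5 mM cAMP.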
PI5P4K alpha inh – PI5P4K alpha (human) kinase inhibition; P48426; PI5P4Kalpha enzyme, ADP-Glo luminescence, 60 min; active compounds read low; AID 652105; hit rate 1.2% among 330,000; max response, %; active = max response of -50% or lower; inconclusive = between -30% and -50%; inactive = -30% or higher; note: value at the top dose of about 77 µM; % is set by controls: 0 for no effect and ±100 for the full control effect
Target sequence (P48426 whole entry, looked up): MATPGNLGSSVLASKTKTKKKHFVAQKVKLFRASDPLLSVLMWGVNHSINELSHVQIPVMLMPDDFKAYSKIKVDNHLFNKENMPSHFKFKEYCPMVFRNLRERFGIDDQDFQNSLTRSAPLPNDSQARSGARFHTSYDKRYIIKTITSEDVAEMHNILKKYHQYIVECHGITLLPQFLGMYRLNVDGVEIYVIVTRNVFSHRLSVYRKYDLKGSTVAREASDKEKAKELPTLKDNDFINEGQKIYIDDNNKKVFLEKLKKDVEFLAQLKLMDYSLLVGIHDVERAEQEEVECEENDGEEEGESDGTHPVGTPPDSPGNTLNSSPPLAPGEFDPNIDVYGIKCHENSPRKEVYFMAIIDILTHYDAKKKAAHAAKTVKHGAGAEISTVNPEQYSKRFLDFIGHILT
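Compounds were pin-transferred onto PI5P4Kalpha and substrate in HEPES pH 7.4 buffer with EGTA, CHAPS and 5% DMSO. ATP (5 microM final) started the reaction, which ran 60 minutes at room temperature before ADP-Glo detection.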
FUS suppressor – FUS proteinopathy suppression in yeast; S. cerevisiae FUS-expressing, growth rescue, OD600, 24 h; Potency, µM (doses to about 76.6 µM), for inactives: top-dose growth rescue (activation), actives largely listed as activators; hit rate 0.24% among 390,000; AID 1347120;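 note: potency is the fitted concentration of half-maximal effect; plate controls were DMSO vehicle for no effect and reference control for full effect; nearly all actives have a fitted effect of over 55% in size; some results filed as inactive show a strong effect at the top dose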
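S. cerevisiae expressing FUS from galactose induction served as the toxicity model. Growth after 24hr at 30C, read as absorbance at 600 nm, indicates suppression of toxicity; compounds dosed at several concentrations.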
EPAC1 antagonist – EPAC1 (human) antagonism; AID 720709; hit rate 0.14% among 360,000; EPAC1 GEF assay, Rap1b-BODIPY-GDP exchange fluorescence; O95398; Potency, µM (titrated, usually from 115 µM), inactives show at the top dose activity change, negative = inhibition, usual class: inhibitors;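 note: potency is the fitted concentration of half-maximal effect; plate controls were vehicle for no effect and positive control for full effect; nearly all actives have a fitted effect of over 50% in size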
Active calls of the source: *; ? = inconclusive; . = not tested or not shown; [ ] = remark or other dose. Unless noted, calls come from the whole dose curve; as a rule, active = well fitted curve in the direction sought with a large enough effect; inconclusive = small, poorly fitted or top-dose-only effect, or another doubt; inactive = no such curve, though single readings can be large; an effect the other way counts as inactive or inconclusive.

SMILES | aSyn yeast inh | WRN helicase inh | IL-2 act | Abeta rescue | PLK1 PBD inh | EPAC1 ag | PI5P4K alpha inh | FUS suppressor | EPAC1 antagonist
C=C1CCN([C@@H](CC(C)C)C(=O)NCc2ccc(Cl)c(Cl)c2)S(=O)(=O)c2ccccc21 | 1% | -11% | -3.9 | -4% | -5% | -2% | 7 | 23% | -9%
COC(=O)c1cc(S(=O)(=O)N2CCC(C(N)=O)CC2)oc1C | -3% | 5% | 0.0 | -4% | 0% | -3% | -2 | -1% | 1%
CN1CCN(c2ccc(Cl)cc2NC(=O)c2nn(-c3ccccc3)c(=O)c3ccccc23)CC1 | -7% | -3% | -0.2 | -9% | -10% | -3% | 3 | 12% | 1%
CCc1nnc2c(N(C)S(=O)(=O)c3ccc(C)cc3)nc3ccccc3n12 | -11% | -2% | -0.1 | -3% | -1% | 1% | -2 | -2% | 5%
COCCN(Cc1ccccc1)C(=O)C1CCN(S(=O)(=O)c2ccc3c(c2)OCCO3)CC1 | -1% | -6% | 1.7 | -9% | -4% | 3% | 6 | 15% | -13%
CCCCn1c(CNC(=O)CC)nc2ccccc21 | 1% | -2%[57.1 µM] | -0.3 | 12% | -4% | -2% | 1 | -18% | -20%
CCc1nonc1NC(=O)COc1cc(C)c(Cl)c(C)c1 | -7% | 1% | -0.2 | -24% | 1% | -11% | -7 | -27% | 2%
COc1ccccc1C(CNc1ccc(S(=O)(=O)N2CCCC2)cc1[N+](=O)[O-])N(C)C (stereo not given) | -7% | -5% | -0.1 | -3% | 0% | -17% | 4 | 3% | -8%
Cc1cccc(-n2c(C)cc(C(=O)NC3CCCCC3)c2C)c1 | 8% | 2% | -1.6 | -24% | -7% | 11% | 1 | -2% | -21%
O=C1CCCCC1Nc1ccc([N+](=O)[O-])cc1 (stereo not given) | -14% | 5% | 0.1 | -12% | -6% | 1% | -2 | . | -5%
COC(=O)CNC(=O)CSc1nnc(-c2ccc(OC)cc2)n1CC(C)C | 1% | 1% | -3.4 | -7% | -7% | 2% | . | 7% | 11%
O=c1[nH]c(=S)[nH]c2c1C(c1ccc(Cl)cc1)OC(C1CCCCC1)C2 (stereo not given) | ? | -3% | -0.7 | 10% | ? | -4% | ? | ? | -21%
CCOP(=O)(Cc1ccc(C(C)(C)CC(C)=O)o1)OCC | 0% | -6% | 2.5 | 14% | -19% | -2% | 1 | 1% | -29%
CCOCCCNC(=O)C(NC(=O)Cc1c[nH]c2ccccc12)c1ccc(OC)cc1 (stereo not given) | -1% | -6% | 0.5 | -15% | -11% | 6% | 3 | 18% | -6%
O=C(CCSCCC(=O)NN=Cc1ccccc1O)NN=Cc1ccccc1O | -3% | ? | -2.6 | 8% | -11% | 2% | -4 | . | ?
O=C(CSc1nc2ncccc2[nH]1)c1ccc2c(c1)OCO2 | 7% | 6% | 0.0 | 13% | 3% | 0% | 2 | -7% | 0%
COC(=O)c1[nH]c2cccc(OC)c2c1NC(=O)CCN1CCC(C)CC1 | -1% | -29% | -2.9 | -10% | -8% | 4% | 9 | . | -3%
CC1(C)OC(=O)C=C[C@]2(C)[C@H]3CC[C@@]4(C)[C@H](c5ccoc5)OC(=O)[C@H]5O[C@]54[C@]3(C)C(=O)C[C@@H]12 | 8% | 8% | -0.2 | 10% | 1% | -5% | -8 | -9% | 15%
CCCCN(C)C1CCN(C(=S)Nc2ccc(OC)cc2)CC1 | -6% | -6% | -0.3 | -4% | 0% | 1% | -4 | 7% | 1%
COC(=O)[C@@]1(Cc2ccc(F)cc2)[C@H]2c3cc(C(=O)N(C)C)n(Cc4ccc(C)o4)c3C[C@H]2CN1C(=O)c1ccccc1 | 6% | -5% | -0.7 | -3% | -1% | -9% | -17 | ? | -17%
CCOC(=O)C1=C(C)OC(N)=C(C#N)C1c1c(C)nn(-c2ccccc2)c1Cl (stereo not given) | 14% | -9% | -1.2 | -10% | -27% | 4% | 2 | ? | 11%
CSc1nc(C)cc(-n2cc(F)c(=O)[nH]c2=O)n1 | 1% | -7% | 0.6 | -2% | -3% | 1% | -2 | -10% | 6%
COc1ccccc1N=Nc1c(C)[nH][nH]c1=O | -3% | -11% | -2.2 | 3% | -2% | -2% | -5 | 5% | -28%
Cc1ccc(C(=O)N2CCN(c3ccc(NC(=O)c4cccnc4)cc3)CC2)cc1 | 4% | 0% | -1.8 | 3% | -8% | 3% | -3 | 46% | 9%
Cc1nn(-c2ccccc2)cc1C(c1c(N)[nH]c(=S)[nH]c1=O)c1c(N)[nH]c(=S)[nH]c1=O | 11% | 7%[57.1 µM] | 1.0 | -4% | -24% | 8% | 4 | 27% | 25%
CCn1cc(C(=O)OCC(=O)N2C(C)CCCC2C)c(=O)c2ccc(C)nc21 (stereo not given) | -8% | -7% | 0.1 | 5% | -11% | 5% | 5 | 10% | 7%
Nc1ncnc2c1ncn2[C@@H]1O[C@H](C(=O)NCc2ccc3c(c2)OCO3)[C@@H](O)[C@H]1O | -4% | -3% | -0.7 | 0% | -1% | -2% | -1 | -12% | 3%
CCCCC(=O)N/N=C(\C)CC(=O)Nc1ccccc1Br | -9% | -10% | 0.0 | -13% | 7% | -4% | 16 | . | 14%
O=S(=O)(NC1CCCC1)c1ccc(S(=O)(=O)N2CCCN(Cc3ccccc3)C2)cc1 | 3% | -13% | -0.1 | 12% | -1% | 1% | . | 18% | -9%
O=[N+]([O-])c1ccc(NCCNc2ccc(Cl)nn2)cc1 | 1% | 1% | -0.5 | 13% | 1% | 8% | -2 | -6% | 11%
Cc1ccc(NC(=S)N2CCCC(c3ccccc3)=N2)cc1 | 6% | -4% | -4.5 | 10% | -2% | 9% | 15 | 15% | -7%
C=CCN1C(=O)C(=O)N(CC(=O)NCC(=O)Nc2ccc(F)c(F)c2F)C1=O | -2% | 6% | -0.7 | -12% | -18% | 6% | 1 | 2% | -9%
COc1ccc(S(=O)(=O)N2CCOCC2)cc1OC | -10% | 12% | 1.3 | 4% | 0% | -8% | 0 | . | 5%
COc1cc(OC)c(OC)cc1CN1CCCC(C(=O)N2CCCC2)C1 (stereo not given) | 1% | -16% | -3.9 | -7% | 6% | -10% | -6 | 6% | -1%
Cc1cc(C(=O)Nc2cccc(/C=C/C(=O)O)c2)c(C)o1 | -2% | -8% | -2.4 | -5% | -4% | 6% | . | 20% | 2%
O=C(CCS(=O)CCC(=O)NCc1ccccc1)NCc1ccccc1 | -2% | -5% | -0.5 | -3% | -9% | -1% | 0 | 15% | 8%

Retrieved by compound from the entries so far, four records:
SMILES | aSyn yeast inh | WRN helicase inh | IL-2 act | Abeta rescue | PLK1 PBD inh | EPAC1 ag | PI5P4K alpha inh | FUS suppressor | EPAC1 antagonist
O=[N+]([O-])c1ccc(NCCNc2ccc(Cl)nn2)cc1 | 1% | 1% | -0.5 | 13% | 1% | 8% | -2 | -6% | 11%
CCCCC(=O)N/N=C(\C)CC(=O)Nc1ccccc1Br | -9% | -10% | 0.0 | -13% | 7% | -4% | 16 | . | 14%
C=CCN1C(=O)C(=O)N(CC(=O)NCC(=O)Nc2ccc(F)c(F)c2F)C1=O | -2% | 6% | -0.7 | -12% | -18% | 6% | 1 | 2% | -9%
CCn1cc(C(=O)OCC(=O)N2C(C)CCCC2C)c(=O)c2ccc(C)nc21 (stereo not given) | -8% | -7% | 0.1 | 5% | -11% | 5% | 5 | 10% | 7%

Next section.
SMILES | aSyn yeast inh | WRN helicase inh | IL-2 act | Abeta rescue | PLK1 PBD inh | EPAC1 ag | PI5P4K alpha inh | FUS suppressor | EPAC1 antagonist
O=S(=O)(Cc1ccc(Cl)cc1)N1CCCC1 | 1% | -3% | -0.5 | ? | 0% | 4% | . | 9% | 7%
COc1cc(Cl)c(S(=O)(=O)NCCCn2ccnc2)cc1Cl | -3% | 15% | -1.7 | 0% | -23% | 7% | -2 | 8% | 1%
CC(Sc1nc(-c2ccccc2)cc(C(F)(F)F)n1)C(=O)N1CCCCC1 (stereo not given) | 6% | -8% | -2.2 | -10% | -4% | 0% | . | 42% | -21%
COC(=O)c1ccc(-c2nc3ccccc3[nH]2)cc1 | -26% | -22% | 0.2 | -47%[inhibitor] | 0% | -6% | -9 | . | 0%
CCOC(=O)CC(c1ccc([N+](=O)[O-])cc1)n1c(C)ccc1C (stereo not given) | 6% | -5% | -2.2 | 1% | 3% | -5% | -13 | 22% | 2%
CN(C)c1ccc(N=Nc2ccc(S(=O)(=O)O)cc2)c2ccccc12 | -7% | -1% | 0.7 | -30% | ? | -5% | -3 | 0% | ?
COc1ccc(OCC(=O)N2CCN(S(=O)(=O)c3ccccc3[N+](=O)[O-])CC2)cc1 | 2% | 4% | -0.4 | 4% | 1% | 6% | -1 | 12% | -6%
Nn1c(SCc2ccc(F)cc2)nnc1-c1cccnc1 | 5% | -2% | -2.1 | 10% | 1% | 1% | 5 | 3% | 3%
O=C(CSc1nc2c(c(=O)n1-c1ccc(F)cc1)SCC2)Nc1ccc2c(c1)OCO2 | 9% | -7% | -2.8 | -8% | 0% | 7% | . | 28% | 6%
CN(C)c1cccc(C(=O)NNC(=O)NC2CCCCC2)c1 | 5% | 5% | -0.1 | -9% | -1% | -5% | 4 | . | 11%
COc1ccc2ccccc2c1CNC(=O)CC1C(=O)NCCN1CC(C)(C)C (stereo not given) | 5% | 14% | -0.2 | 11% | -27% | 8% | 1 | 28% | 0%
C=CCOC(=O)C1C(=O)CC(C)(O)C(C(=O)OCC=C)C1c1ccc(N(C)C)cc1 (stereo not given) | 1% | 3% | 0.9 | 7% | -12% | 3% | -4 | -36% | -24%
O=C(O)CCCCCNC(=O)c1ccc(C(=O)NCCCCCC(=O)O)cc1 | 1% | -3% | 0.7 | . | -3% | 18% | 12 | -14% | -4%
O=C(c1ccco1)N1CCN(Cc2cc(=O)c(OCc3ccccc3Cl)co2)CC1 | -1% | 0% | 0.4 | -4% | 0% | 12% | 1 | 5% | 11%
CCC(COC)NCc1cn(-c2ccc(OC)cc2)nc1-c1cccc(F)c1 (stereo not given) | 16% | -6% | -1.9 | -4% | -12% | 6% | 14 | 16% | -6%
O=[N+]([O-])c1ccc(COc2ccccc2CN2CCOCC2)cc1 | -2% | -3% | 0.5 | 0% | -6% | -19% | 1 | -7% | 0%

Compound activity: PubChem BioAssay, National Center for Advancing Translational Sciences (NCATS)
